Screening results deposited in PubChem by National Center for Advancing Translational Sciences (NCATS).
CBFb RUNX1 block: qHTS Assay for Compounds Blocking the Interaction Between CBF-beta and RUNX1 for the Treatment of Acute Myeloid Leukemia; 230,000 tested, under 10 active; Potency, µM (doses to about 59.8 µM), inactives show at the top dose activity, negative = inhibition, usual class: inhibitors; AlphaScreen CBFb-His/RUNX1-biotin binding, biochemical; also: % of control where 0% means no effect
Target sequence (Q01196 whole entry, looked up): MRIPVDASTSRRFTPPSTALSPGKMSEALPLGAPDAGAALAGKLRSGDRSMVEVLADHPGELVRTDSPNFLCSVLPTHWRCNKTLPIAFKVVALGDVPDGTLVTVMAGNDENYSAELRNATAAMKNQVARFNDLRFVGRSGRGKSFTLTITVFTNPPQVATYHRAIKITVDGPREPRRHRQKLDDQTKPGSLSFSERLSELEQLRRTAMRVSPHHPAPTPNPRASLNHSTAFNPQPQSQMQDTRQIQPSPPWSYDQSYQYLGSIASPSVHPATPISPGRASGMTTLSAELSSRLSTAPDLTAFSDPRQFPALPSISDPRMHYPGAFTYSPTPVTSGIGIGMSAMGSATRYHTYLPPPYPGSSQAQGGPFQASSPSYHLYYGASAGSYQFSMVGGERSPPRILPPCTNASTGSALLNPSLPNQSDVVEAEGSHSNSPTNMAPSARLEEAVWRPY
Target sequence (Q13951 whole entry, looked up): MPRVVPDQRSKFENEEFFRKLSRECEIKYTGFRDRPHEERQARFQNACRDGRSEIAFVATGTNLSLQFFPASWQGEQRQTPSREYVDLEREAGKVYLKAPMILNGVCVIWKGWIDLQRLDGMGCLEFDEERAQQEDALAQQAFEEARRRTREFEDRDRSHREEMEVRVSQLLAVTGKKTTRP
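Room-temperature protein-protein interaction test with 30 nM each of His-tagged CBF-beta and biotinylated RUNX1, 15 min with compound, then 90 min with nickel plus streptavidin beads. Signal read in AlphaScreen mode.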
GAA spleen mod: qHTS Assay for Inhibitors and Activators of Human alpha-Glucosidase From Spleen Homogenate; human spleen homogenate, 4-MU-alpha-glucoside fluorescence; Potency, µM (series often up to 79.9 µM), inactives show at the top dose activity change, negative = inhibition, hits mostly inhibitors; actives 0.006% (n = 240,000);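 also: potency is read from the fitted curve at half-maximal effect; 0% = enzyme with vehicle and -100% = no enzyme basal signal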
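Human spleen homogenate (1 ug) incubated with compounds and 1 mM 4-methylumbelliferyl-alpha-D-glucopyranoside in pH 5.0 citrate/phosphate buffer, 37 C, 40 min. Stopped at pH 10; 4-MU fluorescence (Ex 365/Em 440 nm); AC50 by Hill fit.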
GAA inh: qHTS Assay for Inhibitors of Human alpha-Glucosidase as a Potential Chaperone Treatment of Pompe Disease | Lysosomal alpha-glucosidase (Homo sapiens), P10253 | purified human GAA, 4-MU-alpha-glucoside fluorescence | Potency, µM (top dose mostly 76.9 µM), inactives show at the top dose activity change, negative = inhibition, actives largely listed as inhibitors | actives 0.005% (n = 200,000) | AID 1466, 2008;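 also: potency is read from the fitted curve at half-maximal effect; plate controls were uninhibited enzyme wells for no effect and no-enzyme background for full effect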
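Read-out is 4-methylumbelliferone fluorescence (Ex 365/Em 440 nm) after NaOH/glycine stop at pH 10. Enzyme 4 nM, substrate 400 uM, pH 5.0 citrate buffer, 20 min room temperature; AC50 from Hill-equation concentration-response.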
Lamin A splicing: qHTS Assay for Modulators of Lamin A Splicing; HeLa LMNA splicing GFP/RFP minigene ratio, 48 h; Potency, µM (highest dose often 46.1 µM), without a hit: at the top dose ratio change, negative = inhibition, usual class: inhibitors; actives 0.01% (n = 200,000); AID 1487, 2009; active = well fitted inhibition curve with a large enough effect in the signal ratio, with a control signal flat, not every such curve was filed as active; inconclusive = small, poorly fitted or top-dose-only effect, or effect the other way, or a change in a side signal; the % refers to the signal ratio; also: potency is read from the fitted curve at half-maximal effect; % is scaled to controls: 0 for no effect and ±100 for the full control effect
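S3 HeLa stable clones carrying a lamin A-EGFP splicing minigene plus DsRed2 were seeded at 600 cells/well in Opti-MEM with 2% FBS, pin-dosed and incubated 48 h at 37°C. Acumen cytometry (488 nm) gave the GFP/RFP total-intensity ratio.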
HttQ103 aggreg: qHTS Multiplex Assay to Identify Dual Action Probes in a Cell Model of Huntington: Aggregate Formation (GFP); PC12 HttQ103-GFP aggregates, Acumen cytometry, 40 h; Potency, µM (titrated, usually from 46.1 µM), inactives show top-dose activity change, negative = inhibition, actives largely listed as inhibitors; actives 1.1% (n = 220,000); also: potency is read from the fitted curve at half-maximal effect; % is scaled to controls: 0 for no effect and ±100 for the full control effect; nearly all actives have a fitted effect of over 60% in size
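Aggregates are detected as GFP objects 1–25 µm with signal 6 STDEV over background in lysates of induced PC12 cells. These carry Huntingtin exon 1 with 103 glutamines fused to GFP under an ecdysone promoter; compounds titrated.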
GAA glycogen: qHTS Assay for Inhibitors and Activators of Human alpha-Glucosidase Cleavage of Glycogen; Lysosomal alpha-glucosidase (Homo sapiens), P10253; recombinant GAA, glycogen substrate, Amplex Red glucose oxidase fluorescence; Potency, µM (series often up to 76.4 µM), inactives show at the highest dose activity change, negative = inhibition, hits mostly inhibitors; actives 0.38% (n = 300,000);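 also: potency is read from the fitted curve at half-maximal effect; 0% = full enzyme reaction and -100% = no-enzyme basal signal; the screen sought inhibitors and activators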
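Natural-substrate format: glycogen cleavage by 4 nM human enzyme, glucose read by Amplex Red coupling (Ex 573, Em 610 nm). Normalized to enzyme and no-enzyme controls.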
HTT ATP protect: qHTS Multiplex Assay to Identify Dual Action Probes in a Cell Model of Huntington: Cytoprotection (ATP); PC12 HTT-Q103 induced, cytoprotection, ATP luminescence, 40 h; actives 0.14% (n = 230,000); AID 1471, 2008; Potency, µM (highest dose often 56.4 µM), for inactives: cytoprotection (ATP increase), actives largely listed as activators;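 also: potency is read from the fitted curve at half-maximal effect; % of control where 0% means no effect; nearly all actives have a fitted effect of over 45% in size; toxic huntingtin expression switched on by the ecdysone agonist tebufenozide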
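Quantitative HTS on tebufenozide-induced (100 nM) PC12 cells expressing HTTQ103 exon 1–GFP; compounds tested as a concentration series; survival measured via cellular ATP.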
Numbers without * were called inactive; u = inconclusive; x = not tested or not shown; & = joins results of further samples; [ ] = remark or other dose. Unless noted, calls follow the shape of the dose curve; as a rule, active = well fitted curve in the direction sought with a large enough effect; inconclusive = small, poorly fitted or top-dose-only effect, or another doubt; inactive = no such curve, though single readings can be large; an effect the other way counts as inactive or inconclusive. Only part of the results is shown; rates above refer to the full screens.

SMILES	CBFb RUNX1 block	GAA spleen mod	GAA inh	Lamin A splicing	HttQ103 aggreg	GAA glycogen	HTT ATP protect
O=C1C2CCCN2C(c2ccncc2)N1c1ccc(Cl)c(Cl)c1 (stereo not given)	4.9%	-6.2%	-5.4%	1.6%	-12.4%	-12.6%	-8.2%
C=CCNC(=S)/N=C/c1c(O)[nH]c(=O)[nH]c1=O	-2.0%	-4.2%	-0.8%	x	23.4%	-17.7%	-3.4%
N#CCBr	5.1%[21.7 µM]	5.3%	x	x	x	x	-3.4%
O=c1[nH]c(=O)n(-c2ccc(Cl)cc2)c(O)c1C=Nc1ccc(S(=O)(=O)Nc2nccs2)cc1	-2.2%	-1.7%	-12.7%	1.6%	19.8%	4.0%	19.6%[10 µM]
CCN(c1ccc(C(O)(C(=O)OC)C(F)(F)F)cc1)S(=O)(=O)c1ccc(C)cc1 (stereo not given)	1.5%	-14.1%	-2.5%	-8.0%	-5.4%	-1.3%	1.2%
C(=C\c1ccccc1)/CN1CCN(CCOC(c2ccccc2)c2ccccc2)CC1	-8.2%	-18.2%	x	x	x	x	-47.4%[inhibitor]
NC(=NCCCC(N)C(=O)O)N[N+](=O)[O-] (stereo not given)	12.6%	7.2%	x	x	x	x	-17.3%
O=C(Cn1nc(Cc2cccnc2)c2ccccc2c1=O)N1CCC2(CC1)OCCO2	3.2%	-0.8%	-0.1%	5.4%	10.1%	-0.6%	2.4%[10 µM]
COC(=O)c1cc(COc2cc(C)cc3oc(=O)c4c(c23)CCC4)c(C)o1	3.0%	2.6%	4.4%	3.6%	-0.2%[9.22 µM]	2.9%	-7.1%
COCCOC(=O)c1c(N)n(Cc2ccco2)c2nc3ccccc3nc12	-1.2%	22.0%	u	u	-1.8%	-9.2%	6.1%
CCN1CCN(S(=O)(=O)c2cnc(Cl)c(Br)c2)CC1	4.1%	-8.4%	-1.5%	-1.8%	-5.5%	5.1%	23.1%[10 µM]
O=C(CN1CC(c2ccccc2)CC1=O)Nc1ccccc1 (stereo not given)	2.1%	1.6%	3.4%	1.3%	-19.5%	-2.1%	-15.5%[10 µM]
CCC(C)n1c(O)c(/C=N/Nc2nc3c(c(=O)n(C)c(=O)n3C)n2C)c(=O)[nH]c1=S (stereo not given)	-13.0%	-12.1%	x	x	-9.9%[9.22 µM]	u	1.9%[10 µM]
CC1CCCN(CC(=O)c2ccc(Cl)c(Cl)c2)C1 (stereo not given)	6.1%	8.7%	1.0%	u	11.0%	0.2%	7.2%[10 µM]
C/C(=N\Nc1ccccc1)c1c(O)n(Cc2ccccc2)c(=O)[nH]c1=O	-1.7%	-8.1%	-1.8%	-13.1%	13.4%	u	-16.2%[1.9 µM]
Cc1ccccc1NC(=S)NC(NC(=O)CF)C(Cl)(Cl)Cl (stereo not given)	2.6%	-4.9%	-0.5%	-15.4%	4.7%	12.0%	-12.8%[1.9 µM]
COc1ccc(Cn2c(N)c(C(=O)NCc3ccco3)c3nc4ccccc4nc32)cc1OC	16.7%	19.9%	u	13.0%	u	-4.3%	-38.1%[inhibitor][0.074 µM]
CCc1ccc(N2C(=O)NC(=O)C(CCc3ccncc3)(CCc3ccncc3)C2=O)cc1	3.6%	7.2%	6.8%	-0.8%	2.9%	-17.6%	5.5%[10 µM]
COc1ccc(OC)c(N2C(=O)NC(=O)C(CCc3ccncc3)(CCc3ccncc3)C2=O)c1	9.1%	-10.6%	-4.7%	-1.9%	-3.9%	1.4%	-9.5%
Cc1nn(-c2ccccc2)c2c1CC1(C(=O)N(C)C(=O)N(C)C1=O)C1CCCCN21 (stereo not given)	12.1%	-10.9%	-7.6%	-4.1%	-6.6%	-3.2%	-14.9%[10 µM]

3 structures already listed, ordered by heavy-atom count, smallest number first.
SMILES	CBFb RUNX1 block	GAA spleen mod	GAA inh	Lamin A splicing	HttQ103 aggreg	GAA glycogen	HTT ATP protect
CCN1CCN(S(=O)(=O)c2cnc(Cl)c(Br)c2)CC1	4.1%	-8.4%	-1.5%	-1.8%	-5.5%	5.1%	23.1%[10 µM]
CCN(c1ccc(C(O)(C(=O)OC)C(F)(F)F)cc1)S(=O)(=O)c1ccc(C)cc1 (stereo not given)	1.5%	-14.1%	-2.5%	-8.0%	-5.4%	-1.3%	1.2%
O=C(Cn1nc(Cc2cccnc2)c2ccccc2c1=O)N1CCC2(CC1)OCCO2	3.2%	-0.8%	-0.1%	5.4%	10.1%	-0.6%	2.4%[10 µM]

Back to the main list with the 3 entries that preceded the break.
SMILES	CBFb RUNX1 block	GAA spleen mod	GAA inh	Lamin A splicing	HttQ103 aggreg	GAA glycogen	HTT ATP protect
CCc1ccc(N2C(=O)NC(=O)C(CCc3ccncc3)(CCc3ccncc3)C2=O)cc1	3.6%	7.2%	6.8%	-0.8%	2.9%	-17.6%	5.5%[10 µM]
COc1ccc(OC)c(N2C(=O)NC(=O)C(CCc3ccncc3)(CCc3ccncc3)C2=O)c1	9.1%	-10.6%	-4.7%	-1.9%	-3.9%	1.4%	-9.5%
Cc1nn(-c2ccccc2)c2c1CC1(C(=O)N(C)C(=O)N(C)C1=O)C1CCCCN21 (stereo not given)	12.1%	-10.9%	-7.6%	-4.1%	-6.6%	-3.2%	-14.9%[10 µM]
C[C@@H]1O[C@H](C[N+](C)(C)C)C[C@H]1O	3.7%	6.2%	x	-11.0%	x	x	20.4%[1.9 µM]
Nc1ccccc1C(=O)OC1CSC1	2.9%	-8.9%	-0.8%	15.7%	-1.7%	-1.0%	3.8%
C[C@@H]1CC[C@@]2(OC1)O[C@H]1[C@@H](O)[C@H]3[C@@H]4CC[C@H]5C[C@@H](O[C@@H]6O[C@H](CO)[C@H](O[C@@H]7O[C@H](CO)[C@@H](O)[C@H](O[C@@H]8OC[C@@H](O)[C@H](O)[C@H]8O)[C@H]7O[C@@H]7O[C@H](CO)[C@@H](O)[C@H](O[C@@H]8O[C@H](CO)[C@@H](O)[C@H](O)[C@H]8O)[C@H]7O)[C@H](O)[C@H]6O)[C@H](O)C[C@]5(C)[C@H]4CC[C@]3(C)[C@H]1[C@@H]2C	5.2%[21.7 µM]	10.1%	x	x	x	x	-82.6%[inhibitor]
CN(C)Cc1ccccc1OC(=O)N(C)C	3.5%	1.7%	-8.5%	17.1%	0.6%	9.0%	20.3%
C=C/C(=C/C(=O)C[C@H](C)C[C@@H](C)CC[C@H](O)[C@H](C)C(=O)C[C@@H](O)[C@H](C)[C@@H](C)OC(=O)C[C@@H](O)C1=C(C)C(=O)OC1=O)CC	1.7%[13.1 µM]	-1.6%[17.4 µM]	x	x	x	x	-19.6%[10 µM]
COc1cc(CN2CC3CC(C2)c2cccc(=O)n2C3)cc(OC)c1OC (stereo not given)	2.7%	2.5%	13.8%	10.1%	-8.1%	-3.9%	-8.4%
C=CCN1C(=O)/C(=C/c2ccc(N3CCOCC3)o2)C(=O)NC1=S	4.0%	3.2%	u	u	-3.6%	1.5%	-7.0%[0.074 µM]
NNC(=O)CN1C(=O)CN=C(c2ccccc2)c2cc(Br)ccc21	4.5%	-2.7%	x	x	6.7%[9.22 µM]	-1.8%	9.3%[10 µM]
NC1(C(=O)O)CCCC1	7.8%&11.2%	1.2%&1.8%	x	x	x	x	20.4%
O=C1CC(NC(=O)C(F)(F)F)=NN1c1ccccc1	-12.1%	-12.2%	3.5%	-13.5%[46 µM]	8.2%	17.8µM*	6.8%
CC(C)CNC(=O)c1c(N)n(Cc2ccco2)c2nc3ccccc3nc12	28.0%	22.9%	u	-1.9%	-26.8%	-13.9%	-36.5%
CC(=NCC1CCCO1)c1c(O)n(-c2ccccc2C)c(=O)[nH]c1=O (stereo not given)	5.2%	0.8%	x	x	5.2%[9.22 µM]	5.7%	14.0%[10 µM]

Entries shown so far containing a furan ring, fused or not, in the order listed:
SMILES	CBFb RUNX1 block	GAA spleen mod	GAA inh	Lamin A splicing	HttQ103 aggreg	GAA glycogen	HTT ATP protect
COC(=O)c1cc(COc2cc(C)cc3oc(=O)c4c(c23)CCC4)c(C)o1	3.0%	2.6%	4.4%	3.6%	-0.2%[9.22 µM]	2.9%	-7.1%
COCCOC(=O)c1c(N)n(Cc2ccco2)c2nc3ccccc3nc12	-1.2%	22.0%	u	u	-1.8%	-9.2%	6.1%
COc1ccc(Cn2c(N)c(C(=O)NCc3ccco3)c3nc4ccccc4nc32)cc1OC	16.7%	19.9%	u	13.0%	u	-4.3%	-38.1%[inhibitor][0.074 µM]
C=CCN1C(=O)/C(=C/c2ccc(N3CCOCC3)o2)C(=O)NC1=S	4.0%	3.2%	u	u	-3.6%	1.5%	-7.0%[0.074 µM]
CC(C)CNC(=O)c1c(N)n(Cc2ccco2)c2nc3ccccc3nc12	28.0%	22.9%	u	-1.9%	-26.8%	-13.9%	-36.5%
